p47phox inh – blocks human p47phox regulatory protein of NADPH oxidases; inhibition, % at 24.7 µM; hit rate 0.53% among 220,000; p47phox/p22phox peptide binding, fluorescence polarization, 2 h; P14598;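 active means inhibition above about 30%, limit read from the data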;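 further: 0% = p47phox with labelled peptide and 100% = labelled peptide alone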
Target sequence (P14598 whole entry, looked up): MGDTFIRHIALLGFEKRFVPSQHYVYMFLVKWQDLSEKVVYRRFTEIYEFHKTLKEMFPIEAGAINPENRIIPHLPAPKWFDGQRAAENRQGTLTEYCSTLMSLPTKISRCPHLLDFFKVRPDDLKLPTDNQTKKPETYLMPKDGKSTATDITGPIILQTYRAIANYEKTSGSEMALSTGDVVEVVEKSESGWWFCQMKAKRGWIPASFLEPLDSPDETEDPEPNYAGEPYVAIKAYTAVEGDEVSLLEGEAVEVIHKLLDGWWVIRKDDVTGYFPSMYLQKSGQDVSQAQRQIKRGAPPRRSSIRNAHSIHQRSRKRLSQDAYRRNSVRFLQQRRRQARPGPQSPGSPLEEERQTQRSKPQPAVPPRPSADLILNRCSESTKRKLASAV
EP2 antag – EP2 receptor (human) inhibition. C6 glioma cells expressing human EP2, cAMP TR-FRET; cells stimulated with saturating PGE2. inhibition, % at 25 µM. hit rate 0.52% among 260,000. AID 1422;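 active means percent inhibition above 40 after rounding to a whole number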;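 further: rat C6 glioma host cells with rolipram phosphodiesterase inhibitor present; the protocol text gives 20 µM as final concentration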
Target sequence (P43116 whole entry, looked up): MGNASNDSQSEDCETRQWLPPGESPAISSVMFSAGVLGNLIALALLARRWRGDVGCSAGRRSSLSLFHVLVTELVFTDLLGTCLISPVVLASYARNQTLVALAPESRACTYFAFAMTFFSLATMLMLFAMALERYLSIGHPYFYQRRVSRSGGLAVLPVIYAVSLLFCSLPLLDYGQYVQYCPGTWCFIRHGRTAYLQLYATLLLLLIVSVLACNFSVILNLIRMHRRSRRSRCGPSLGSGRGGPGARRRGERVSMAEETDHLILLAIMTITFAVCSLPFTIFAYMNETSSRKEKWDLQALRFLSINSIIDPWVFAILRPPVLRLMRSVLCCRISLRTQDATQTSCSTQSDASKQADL
p97 ATPase inh – blocks human p97 ATPase activity | P55072 | recombinant p97 ATPase, Kinase-Glo ATP luminescence, 3 h | inhibition, % at 8 µM | hit rate 0.42% among 220,000 | AID 1481; in the data active means inhibition above about 15%;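 further: 0% = DMSO vehicle and 100% = wells lacking enzyme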
PPC-1+TRAIL kill – kills PPC-1 cancer cells in the presence of TRAIL. AID 1443. PPC-1 cells + TRAIL, ATPLite viability luminescence. hit rate 0.41% among 220,000. cell killing (% activity), % at 4 µM;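 active means cell killing above 50% in the first pass at 4 µM, then a duplicate retest at 5 µM averaging 50% or more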;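 further: plate controls were cells with TRAIL plus DMSO for no effect and medium-only wells lacking cells for full effect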
BaF3 parental – counter-screen for JAK2V617F inhibitors: parental Ba/F3 viability inhibitors; inhibition, % at 5.6 µM; CellTiter-Glo ATP luminescence; AID 1486; hit rate 1.1% among 220,000;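 active means inhibition above a per-campaign cutoff, the mean inhibition of all tested compounds plus 3 SD, cut at about 27% in these data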;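 further: 0% = DMSO wells and 100% = JAK Inhibitor I control wells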
Furin inh – blocks human furin protease activity; purified furin, fluorogenic substrate cleavage; inhibition, % at 30 µM; hit rate 0.061% among 220,000; AID 463115; in the data active means inhibition above about 25%; further: inactives centre near -15
RBBP9 inhibitor – blocks human serine hydrolase RBBP9; inhibition, % at 7.94 µM; hit rate 0.2% among 220,000; recombinant RBBP9, FP-Rh probe fluorescence polarization;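 active means inhibition above the campaign mean of all tested compounds plus 3 SD, cut at about 14% in these data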;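 further: plate controls were DMSO wells with RBBP9 for no effect and wells lacking RBBP9 protein for full effect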
Target sequence (O75884 whole entry, looked up): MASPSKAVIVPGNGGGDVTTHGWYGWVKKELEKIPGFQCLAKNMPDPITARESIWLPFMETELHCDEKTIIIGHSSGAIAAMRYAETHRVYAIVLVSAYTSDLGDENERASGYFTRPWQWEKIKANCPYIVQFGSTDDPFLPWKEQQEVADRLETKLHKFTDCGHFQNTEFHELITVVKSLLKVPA
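Measured by: FP readout at 525/598 nm; material: recombinant human RBBP9; also added: Serine-hydrolase probe FP-Rh, 375 nM pre-mixing; medium: Tris buffer pH 8.0, NaCl, Pluronic; replication: one well per compound; doses: one concentration, 7.94 µM nominal, 0.794% DMSO; timing: preincubation 30 min plus labeling 45 min at 25 °C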
Tb hexokinase – T. brucei hexokinase 1 inhibition. hit rate 0.11% among 220,000. recombinant TbHK1, G6PDH-coupled NADH A340. inhibition, % at 10 µM;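 active means inhibition of 50% or more in the single-dose primary screen; inactive means inhibition below 50%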
Ba/F3 V617F tox – reduce viability of Ba/F3 cells dependent on JAK2V617F; Ba/F3 EpoR-JAK2V617F viability, ATP luminescence; inhibition, % at 5.6 µM; hit rate 1.1% among 220,000;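 active means inhibition above the campaign mean plus 3 SD over all tested compounds, cut at about 24% in these data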;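 further: cytokine-independent growth of Ba/F3 cells driven by EpoR plus mutant JAK2; 0% = DMSO-treated cells and 100% = JAK inhibitor I control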
Starred values were filed as active, the others as inactive; nt = not tested or not shown; & = joins results of further samples; [ ] = remark or other dose. These rows are one share of the data; the hit share may differ from the screen's.

SMILES | p47phox inh | EP2 antag | p97 ATPase inh | PPC-1+TRAIL kill | BaF3 parental | Furin inh | RBBP9 inhibitor | Tb hexokinase | Ba/F3 V617F tox
O=C(Nc1ccc(Cl)cc1C(=O)NCC1CCCO1)c1ccc(Cl)cc1Cl (stereo not given) | -3 | 9 | -4 | 4 | 10 | -6 | 1 | 1 | 4
O=C(NCC1CCCCC1)c1ccco1 | -4 | 4 | 1 | 22 | -2 | 3[20 µM] | -1 | -3 | -4
COc1ccc(S(=O)(=O)N2CCCN(Cc3cccc(F)c3)CC2)cc1 | -5 | nt | 3 | -3 | 6 | -22 | -5 | 2 | 1
CC(C)=CCc1c(O)ccc2c1OC(c1ccc(O)c(O)c1)CC2=O (stereo not given) | -26 | 25 | 13 | 8 | 6 | -30 | -20 | -21 | 8
CCN1C(=O)/C(=C2/C=Cc3cc(C)ccc3N2CC)N(C)C1=S | -5 | 18 | -8 | 16 | 11 | -8 | 2 | -21 | 7
N#Cc1c(-c2ccc(Cl)cc2)ccnc1N1CCOCC1 | -11 | 9 | -2 | 4 | 6 | -25 | -2 | -2 | 2
N/C(Cc1ccc([N+](=O)[O-])cc1)=N\OC(=O)c1cccc(Br)c1 | -6 | 10 | 9 | 36 | 3 | -31 | 1 | 2 | -2
COc1cc2c(cc1OC)C(CCc1ccccc1)=NCC2 | -2 | 10 | 2 | -10 | -3 | -103 | -15 | -22 | -4
c1ccc(-c2cnc(CSc3nnc4ccccn34)o2)cc1 | -1 | 9 | 3 | 17 | -1 | -17 | -4 | -1 | -3
CCN(CC)S(=O)(=O)c1ccc(C)c(NS(=O)(=O)c2cc(/C=C/C(=O)O)cc(OC)c2OC)c1 | 10 | 2 | 3 | 3 | 1 | -21 | 0 | -5 | 0
COc1ccc(C(=O)/C=C(\C)NCc2ccc3c(c2)OCO3)cc1 | -12 | 11 | 5 | 3 | 1 | -9 | -1 | -12 | -6
COc1ccccc1N1CCN(C(=O)c2ccc3nc[nH]c3c2)CC1 | -4 | 14 | 0 | -10 | 2 | -23 | 0 | -4 | 2

Ordered by formula weight (rising): part of the list above
SMILES | p47phox inh | EP2 antag | p97 ATPase inh | PPC-1+TRAIL kill | BaF3 parental | Furin inh | RBBP9 inhibitor | Tb hexokinase | Ba/F3 V617F tox
O=C(NCC1CCCCC1)c1ccco1 | -4 | 4 | 1 | 22 | -2 | 3[20 µM] | -1 | -3 | -4
CCN1C(=O)/C(=C2/C=Cc3cc(C)ccc3N2CC)N(C)C1=S | -5 | 18 | -8 | 16 | 11 | -8 | 2 | -21 | 7
COc1ccc(S(=O)(=O)N2CCCN(Cc3cccc(F)c3)CC2)cc1 | -5 | nt | 3 | -3 | 6 | -22 | -5 | 2 | 1

Further records follow.
SMILES | p47phox inh | EP2 antag | p97 ATPase inh | PPC-1+TRAIL kill | BaF3 parental | Furin inh | RBBP9 inhibitor | Tb hexokinase | Ba/F3 V617F tox
CC(NC(=O)CNC(=O)C(Cc1ccccc1)NC(=O)OCc1ccccc1)C(N)=O (stereo not given) | 4 | 12 | 8 | -6 | -2 | -29 | 9 | -3 | -4
Cc1ccccc1OCC(=O)NCC(=O)N/N=C/c1ccc(Br)o1 | -6 | 13 | -3 | 11 | 3 | -36 | -4 | -12 | 0
CN1CCc2c(sc3nc(SCC(N)=O)n(-c4ccccc4)c(=O)c23)C1 | -44 | 9 | 1 | 12 | 10 | -18 | 0 | -58 | 3
COc1ccc(C(=O)OCC(=O)N2CCCCC2)cc1[N+](=O)[O-] | 0 | 3 | 0 | 14 | 5 | -24 | -7 | -2 | 4
CN1CCN(c2ccc(Cl)cc2NC(=O)/C=C/c2ccc(F)cc2)CC1 | -12 | 31 | -2 | 10 | 11 | -22 | -3 | -2 | 1
COc1cccc(NC(=O)CN2CCN(c3ccc(F)cc3)CC2)c1 | -8 | 14 | -4 | 0 | 4 | -25 | -6 | -2 | 0
CCOC(=O)c1[nH]c2ccccc2c1NC(C)=O | 1 | 9 | nt | 22 | nt | -33 | nt | -11 | nt
COc1cc2c(cc1OC)-c1nncn1C(C)(C)C2 | -17 | 9 | 4 | 1 | 6 | -25 | 0 | 2 | -2
O=C(NC1=NCCS1)c1ccc(Cl)c(S(=O)(=O)N2CCCC2)c1 | -2 | 1 | 1 | 8 | 0 | -25 | 1 | -4 | 0
CCN(CC)c1nc(Nc2ccccc2)nc(Oc2ccc(C(=O)OC)cc2)n1 | -3 | 5 | -3 | 15 | 5 | -6[20 µM] | -6 | -2 | 2
O=C(O)CCn1cc(C(=O)O)c(-c2ccccc2)n1 | 0 | 5 | 5 | 15 | 2 | -5 | 6 | -13 | -4
CSc1nc2sc3c(c2c(=O)n1C)CCCC3 | -8 | 7 | 4 | 14 | 0 | -24 | 2 | 1 | -7

Record cards (already shown). Screens in order: p47phox inh | EP2 antag | p97 ATPase inh | PPC-1+TRAIL kill | BaF3 parental | Furin inh | RBBP9 inhibitor | Tb hexokinase | Ba/F3 V617F tox
COc1cccc(NC(=O)CN2CCN(c3ccc(F)cc3)CC2)c1 as listed: -8 | 14 | -4 | 0 | 4 | -25 | -6 | -2 | 0
Cc1ccccc1OCC(=O)NCC(=O)N/N=C/c1ccc(Br)o1 as listed: -6 | 13 | -3 | 11 | 3 | -36 | -4 | -12 | 0
CCN(CC)c1nc(Nc2ccccc2)nc(Oc2ccc(C(=O)OC)cc2)n1 as listed: -3 | 5 | -3 | 15 | 5 | -6[20 µM] | -6 | -2 | 2
CC(NC(=O)CNC(=O)C(Cc1ccccc1)NC(=O)OCc1ccccc1)C(N)=O (stereo not given) as listed: 4 | 12 | 8 | -6 | -2 | -29 | 9 | -3 | -4
CN1CCN(c2ccc(Cl)cc2NC(=O)/C=C/c2ccc(F)cc2)CC1 as listed: -12 | 31 | -2 | 10 | 11 | -22 | -3 | -2 | 1

(cont.)
SMILES | p47phox inh | EP2 antag | p97 ATPase inh | PPC-1+TRAIL kill | BaF3 parental | Furin inh | RBBP9 inhibitor | Tb hexokinase | Ba/F3 V617F tox
COc1ccc(C)cc1NC(=O)CN(C)S(=O)(=O)c1cccs1 | -6 | 16 | -3 | -30 | 7 | -2[20 µM] | -7 | -9 | 5
COC(=O)c1ccc(C(=O)OC)c(NC(=O)COC(=O)C2CC2C)c1 (stereo not given) | -8 | nt | -3 | 18 | 2 | -6[20 µM] | 4 | -13 | -4
COc1cccc(Cc2n[nH]c(=S)n2Cc2ccco2)c1 | -7 | 2 | -1 | 3 | -4 | -9 | -2 | 5 | 3
CCc1c(C)[nH]n(-c2nc(-c3cccc([N+](=O)[O-])c3)cs2)c1=O | 1 | 12 | 3 | 24 | 2 | -24 | -6 | 1 | 0
CCCc1[nH]n(-c2nc3ccccc3s2)c(=O)c1C=NCCCOC | -14 | 11 | 3 | 5 | -1 | -17 | -10 | -10 | 1
Cc1c(S(=O)(=O)c2ccccn2)c(N)n(Cc2ccccc2)c1C | -7 | 6 | 9 | 7 | -2 | -19 | -4 | -3 | -2
COc1ccc(-c2cc(C(F)(F)F)nc(NCc3cccnc3)n2)cc1 | -26 | 10 | -5 | -3 | 3 | -4[20 µM] | -3 | -12 | 2
O=C(COC(=O)c1ccco1)NCc1ccc(F)cc1 | -1 | 2&8 | 5 | 6 | 2 | -29 | -8 | 2 | 0
Cc1ccc2[nH]c(=O)c(CN3CCCCC3)c(-c3ccccc3)c2c1 | -17 | 8 | -2 | 0 | 8 | -15 | 0 | 1 | 3
Cc1cc(C(=O)CSc2nc3ccccc3o2)c(C)n1C1CC1 | -23 | 5 | -1 | -3 | 3 | 7 | -6 | -3 | 2
CC(=O)c1ccc(N2CCN(S(=O)(=O)c3cccc4nsnc34)CC2)cc1 | 2 | 6 | -3 | 9 | 3 | 0 | -4 | 6 | 4
CCN1CCc2c(OCC(=O)N3N=C(c4cccs4)CC3c3ccc(F)cc3)cccc2C1=O (stereo not given) | -28 | 5 | 1 | -18 | 5 | -10 | 2 | -13 | -1
COC(=O)c1ccccc1NC(=O)N1CCN(S(C)(=O)=O)CC1 | 4 | 9 | 2 | 7 | 5 | -17 | 3 | -9 | -3
Cc1ccc(S(=O)(=O)NCC2NCCc3ccccc32)cc1 (stereo not given) | -2 | 7 | 4 | 6 | 3 | -25 | -11 | 6 | -4
Cc1nc(S(=O)(=O)Cc2ccccc2)nc2c1CCC2 | 0 | 5 | 4 | -1 | 6 | -29 | -5 | -4 | 0
O=C1c2cc3ccccc3c(-c3ccccc3)c2C(=O)N1c1ccccn1 | -5 | 2 | -4 | 15 | 1 | -4 | -4 | -6 | 3
CCOC(=O)c1c(NC(=O)CN2C(=O)NC3(CCCCC3C)C2=O)sc(C)c1C (stereo not given) | -6 | 14 | -5 | 8 | 6 | -18 | -10 | -14 | 1
CN(C)C(CNC(=O)CSc1nnc(-c2ccco2)o1)c1ccccc1 (stereo not given) | -3 | 5 | 4 | nt | 0 | -27 | -5 | 3 | 1
Cc1cc(C)nc(NS(=O)(=O)c2ccc(NS(=O)(=O)c3ccsc3)cc2)n1 | 7 | 5 | 11 | -4 | -1 | -19 | 3 | -2 | -4
COc1cc(/C=C(/C(=O)c2cccs2)c2nc3ccccc3[nH]2)ccc1O | -28 | 5 | 3 | 18[5 µM] | 5 | -3[20 µM] | -9 | -22 | 17
CCCCc1ccc(NC(=O)c2ccc(N(C)S(C)(=O)=O)cc2)cc1 | 0 | 4 | -1 | 17 | 2 | -17 | -7 | -4 | -1
CCc1cc(=O)oc2c(C)c(OS(C)(=O)=O)ccc12 | nt | 6 | -1 | nt | 5 | -24 | 1 | -1 | 2
Cc1nnc2ccc(-c3ccc(NC(=O)c4ccc(Cl)nc4)cc3)nn12 | -5 | 8 | 3 | -10 | -1 | -15 | -3 | 0 | -4
COc1ccc2oc(N)c(C=O)c(=O)c2c1 | -7 | 9 | 1 | 16 | 0 | -18 | 4 | -14 | -2
N#Cc1c2ncn(CC(=O)c3ccc(Br)cc3)c(=O)c2c2n1CCC2 | -12 | 9 | -4 | -29 | 6 | -9 | -1 | 8 | 1
COc1ccc(C=NCCCN2CCOCC2)cc1 | -16 | 14 | 4 | -5 | 1 | -25[20 µM] | -3 | -5 | -4
C/C(=N\Nc1nc(N)cc(Cl)n1)c1cccc(N)c1 | -2 | 11 | 0 | 19 | -1 | -7 | -9 | -8 | -1
CCOc1ccc(-n2nc3c(=S)[nH]nc(C)c3c2C)cc1 | -8 | 21 | 2 | 13 | 4 | -17 | 5 | -18 | -1
CC(C)CC1C(C#N)=C(N)Oc2n[nH]c(-c3cccs3)c21 (stereo not given) | -10 | 3 | -2 | -6 | 1 | -18[20 µM] | -7 | -1 | 1
Cc1ccc(S(=O)(=O)N(c2nc(N(C)C)nc(N(C)C)n2)n2cnnc2)cc1 | -12 | 7 | 4 | -1 | 8 | -11 | -2 | 0 | 2
CC(=O)c1ccccc1OC(=O)CCN1C(=O)c2ccccc2C1=O | 2 | 8 | 1 | -10 | 2 | -31 | -4 | -7 | -1
Cc1cc(-n2nc(C)cc2C)n2ncc(-c3ccccc3)c2n1 | 0 | 13 | 0 | 4 | 1 | -24 | -3 | -7 | 1
O=C(CSc1ncccn1)NN=C1CCCCCC1 | -6 | 7 | 2 | 8 | 6 | -23 | -11 | -2 | -1

From PubChem BioAssay
